Compound activity as filed in PubChem BioAssay.
AID2073: inhibitors of Mint1-CaV2.2 protein interaction, biochemical, HTRF (AID 2073); HTRF protein-protein interaction, Mint1-CaV2.2; higher % means a stronger effect; inhibition, % at 20 µM, or IC50 in µM where a hit was titrated; 290,000 compounds, 0.19% hits; Voltage-dependent N-type calcium channel subunit alpha-1B (Homo sapiens); in the data active = inhibition mostly above about 51%, no sharp cut-off; inconclusive = no clear call, values can overlap the other calls; inactive = mostly below about 53%; also: some results filed as inactive read as strong as hits
RSV CPE inhibition: RSV antiviral activity via CPE protection, HEp-2 cells, primary 10 µM value included (AID 2391); HEp-2 cells, RSV-induced CPE inhibition; higher % means a stronger effect; one-dose CPE inhibition, % at 10 µM; IC50 in µM for titrated hits; 310,000 compounds, 0.13% hits; in the data active = a potency from the dose series; inconclusive = CPE inhibition mostly from about 23% at the one dose, without a potency; inactive = the rest, 99 in 100 with CPE inhibition below about 21%; also: strong numbers were not always called active
K1F lysis inhibition: inhibition of K1F phage lysis, E. coli UTI89, bacterial capsule biogenesis inhibitors, alamar blue (AID 488966); E. coli UTI89 K1F phage lysis, alamar blue, 2 h; higher % means a stronger effect; inhibition, % at 100 µM; hits with a dose series show IC50 in µM; 340,000 compounds, 0.02% hits;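 active = phage lysis inhibition, versus mean bacterial control, above a set limit; inconclusive = no clear call, values can overlap the other calls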;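 also: capsule biogenesis inhibitors block K1F phage lysis so surviving cells raise fluorescence; higher fluorescence means more inhibition of phage lysis; actives were called in the ten point dose series up to 300 µM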
WT yeast gro inh: growth inhibition of WT strain, primary screen, mitochondrial fusion inhibitor project, WT and mutant strains, chemical genetic; 190,000 compounds, 2.1% hits; inhibition, % at 10 µM; mitochondrial fusion phenotypic screen; in the data active = inhibition above about 58%; tested in S. cerevisiae
GPR35 antagonists: GPR35 antagonists blocking zaprinast-driven arrestin recruitment, primary screen, imaging, U2OS, beta-arrestin-GFP, zaprinast agonist (AID 2058) | 290,000 compounds, 0.052% hits | U2OS GPR35 beta-arrestin-GFP translocation imaging, zaprinast antagonism; higher % means a stronger effect | one-dose inhibition, % at 10 µM; IC50 in µM for titrated hits | G-protein coupled receptor 35 (Homo sapiens);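 active = inhibition of at least 50% with at least 30 cells and total cytoplasm GFP at most 10,000,000; inconclusive = under 30 cells or total GFP of 10,000,000 plus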
LYP phosphatase: inhibitors of LYP phosphatase, biochemical, fluorescence intensity, uHTS (AID 1779) | 290,000 compounds, 0.054% hits | inhibition, % at 11.5 µM, or IC50 in µM where a hit was titrated | recombinant LYP phosphatase, fluorescence intensity; higher % means a stronger effect | Tyrosine-protein phosphatase non-receptor type 22 (Homo sapiens); in the data active = inhibition above about 50%;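 also: plate controls were vehicle with enzyme for no effect and no enzyme for full effect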
NTR1 agonist: agonists of NTR1, primary screen, imaging, U2OS cells, beta-arrestin-GFP, high content (AID 493036); Neurotensin receptor type 1 (Homo sapiens), P30989; 330,000 compounds, 0.17% hits; NTR1-U2OS beta-arrestin-GFP spot imaging, agonist mode; activation, % at 20 µM;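 active = activation at or above 40% of the spot to cytoplasm intensity ratio, with at least 20 cells analyzed; inconclusive = wells under 20 cells, flagged as cytotoxic or low count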;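 also: 0% = DMSO without peptide and 100% = 100 nM NTR1 peptide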
Target sequence (P30989 whole entry, looked up): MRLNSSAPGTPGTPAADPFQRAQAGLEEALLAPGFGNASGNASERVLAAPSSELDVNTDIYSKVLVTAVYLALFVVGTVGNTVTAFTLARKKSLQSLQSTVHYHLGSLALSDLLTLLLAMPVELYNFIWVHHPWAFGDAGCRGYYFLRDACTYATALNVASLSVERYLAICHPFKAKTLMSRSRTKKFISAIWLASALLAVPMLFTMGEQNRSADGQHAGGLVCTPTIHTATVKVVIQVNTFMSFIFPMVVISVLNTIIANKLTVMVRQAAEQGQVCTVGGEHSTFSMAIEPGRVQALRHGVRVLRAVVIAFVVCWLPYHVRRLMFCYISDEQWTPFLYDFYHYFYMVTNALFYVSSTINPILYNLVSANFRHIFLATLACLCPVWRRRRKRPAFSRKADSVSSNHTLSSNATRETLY
Autophagy HCS: autophagy modulators in MEF cells, primary screen, imaging, high-content, MEF GFP-LC3. MEF GFP-LC3 puncta imaging; test concentration mostly 10 µM. calls only at 10 µM (by protocol). 190,000 compounds, 0.98% hits;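 active = percentage of spot-positive cells more than 3 SD above its plate mean, without a fluorescence outlier flag or 80% toxicity; inconclusive = no clear call, values can overlap the other calls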;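 also: spot-positive cell cutoff set from DMSO-treated cells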
Dengue-2 NS5 capping: Dengue-2 NS5 methyltransferase inhibitors, primary screen, biochemical, confirmation dose response (AID 588689). Genome polyprotein (Dengue virus type 2 (strain 16681-PDK53)). Dengue-2 NS5 methyltransferase capping enzyme assay, biochemical; higher % means a stronger effect. inhibition, % at 25 µM; hits with a dose series show IC50 in µM. 340,000 compounds, 0.3% hits; in the data active = a potency from the dose series; inconclusive = inhibition above about 29% without an active follow-up result
WT yeast gro inh mutant strain: second read-out of WT yeast gro inh, no call of its own (marks repeat the call); inhibition, %; mitochondrial fusion phenotypic screen, mutant strain inhibition
Autophagy HCS cell loss 18 h: also measured in Autophagy HCS; calls as there; toxicity, %; measured here: cell loss, nuclei count;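 cell loss after 18 h compound exposure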
NTR1 agonist cell count 20 µM: second read-out of NTR1 agonist, no call of its own (marks repeat the call); cell count; measured here: cell count, cytotoxicity flag
Active calls of the source: *; i = inactive; u = inconclusive; x = not tested or not shown; [ ] = another dose, or the depositor's remark. The order is random; any-hit rate near 2.6%.

SMILES | Autophagy HCS | LYP phosphatase | K1F lysis inhibition | Dengue-2 NS5 capping | WT yeast gro inh | AID2073 | Autophagy HCS cell loss 18 h | NTR1 agonist cell count 20 µM | WT yeast gro inh mutant strain | NTR1 agonist | RSV CPE inhibition | GPR35 antagonists
Cn1c(/N=C/c2ccccc2[N+](=O)[O-])nc2ccccc21 | x | -2% | -1.0% | 23% | x | -6% | x | 75 | x | 0.8 | 3.4% | -13%
Cn1ncc(Cl)c1C(=O)N1CCN(c2ncccn2)CC1 | i | -5% | 0.4% | -10% | -2 | -3% | 1 | 79 | -1 | 2.3 | 0.5% | 8%
COc1ccc2[nH]cc(CCNC(=O)C3CCCCC3)c2c1 | x | -7% | -1.2% | 2% | x | 4% | x | 46 | x | 5.3 | 1.8% | 8%
CC(C)N(Cc1ccccc1)C(=O)CN1C(=O)NC2(CCCCCC2)C1=O | x | x | 0.4%[50 µM] | 7% | x | x | x | 84 | x | -0.5 | -0.6% | x
COc1ccc(Cc2nnc(SCC(=O)NC3CCCCC3)n2C)cc1 | i | 3% | 3.3% | -2% | -7 | 2% | 6 | 41 | -6 | -1.4 | -0.9% | 10%
COc1ccc(CN2CCNC(=O)C2CC(=O)NC2CCCCCC2)c(C)c1C (stereo not given) | x | -7% | -0.1% | 6% | x | 2% | x | 70 | x | 0.5 | 0.5% | 4%
N#Cc1ccccc1S(=O)(=O)N1CCN(C(=O)C2CCC2)CC1 | x | x | 1.0%[50 µM] | -8% | x | x | x | 60 | x | 0.9 | 0.4% | x
O=C(Nc1ccc(OC(F)(F)C(F)F)c(NC(=O)c2cccc(F)c2)c1)c1cccc(F)c1 | i | -5% | -1.5% | -4% | -4 | 38% | 6 | 66 | -16 | 0.8 | 2.5% | -11%
COc1cc(OC)c(OC)cc1CNCCSc1nnnn1C | i | -11% | 0.4% | -7% | 0 | 10% | -12 | 61 | -7 | 1.7 | -0.5% | 1%
O=C(NCc1ccc(Cl)cc1)c1ccc(CNc2c(N3CCCC3)c(=O)c2=O)cc1 | x | 4% | 0.1% | -4% | x | 7% | x | 75 | x | -0.5 | -0.7% | 20%
CCOc1ccc(CN2CCNC(=O)C2CC(=O)NCc2ccccn2)cc1 (stereo not given) | i | -7% | 0.2% | 4% | -3 | 7% | 10 | 90 | 0 | -0.9 | 0.7% | -10%
CCCOP(=O)(c1ccc(N(C)C)cc1)C(O)c1ccc(Cl)cc1 (stereo not given) | x | -9% | -0.6%[50 µM] | -9% | x | 12% | x | 67 | x | -1.9 | 2.3% | 2%
CN(C)/C=C1\Cc2ccccc2C1=O | x | -2% | 0.6% | 5% | x | -26% | x | 61 | x | 1.6 | 2.3% | 0%
CCOc1ccc(NC(=O)Nc2ccc(NC(C)=O)cc2)cc1 | i | 1% | 0.1% | -1% | -10 | 15% | -2 | 71 | 11 | -0.8 | 1.6% | 1%
Cc1onc(-c2c(Cl)cccc2Cl)c1CO/N=C(\C#N)c1c(Cl)cccc1Cl | x | -3% | 3.6% | 0% | x | -4% | x | 67 | x | 0.3 | x | 2%
COC(=O)c1cc2sc(Cl)cc2n1CC(=O)N1CCCc2ccccc21 | i | 4% | -0.1% | -2% | 8 | 5% | 12 | 43 | 18 | 6.0 | 2.5% | 13%
C/C(CC(=O)C(F)(F)F)=N\NC(=O)/C(C#N)=C/N(C)C | i | -2% | -0.1% | -12% | 0 | 4% | 37 | 38 | -14 | 0.0 | 3.5% | -3%
Cc1nn(CC(=O)N2CCCC2)c(=O)c2nn(-c3ccccc3)c(C)c12 | x | -2% | 0.2% | -4% | x | -2% | x | 42 | x | 0.5 | 1.4% | -11%
CN(C)CCSc1nc(N)c2c3c(sc2n1)CN(C)CC3 | i | -20% | 1.3% | -3% | 3 | 8% | -4 | 47 | -18 | 1.4 | -2.7% | 6%
CC1=CC(C)(C)N(C)C(=O)N1c1ccc(Cl)cc1 | i | -7% | 0.6% | x | -16 | -3% | 5 | 50 | -9 | 0.6 | 2.7% | 21%
Cc1ccc(C(=O)NNC(=O)c2cc3ccccc3cc2O)cc1 | x | -11% | 0.4% | -1% | x | 25% | x | 59 | x | -1.4 | 6.5% | -10%
CCN1CCN(C(=O)c2ccc(COc3cccc(Cl)c3)o2)CC1 | x | -6% | -0.3% | -2% | x | 6% | x | 47 | x | -0.1 | -0.7% | -4%
COc1ccc(OC)c(N(CC(=O)NCC2CCCO2)S(=O)(=O)c2ccccc2)c1 (stereo not given) | x | -3% | 1.8% | -10% | x | 9% | x | 40 | x | -0.3 | -0.2% | -14%
O=C(Nc1n[nH]c(C(F)(F)F)n1)C1CC1 | i | -6% | 0.2% | -2% | -5 | 3% | 20 | 57 | -10 | -1.7 | -0.1% | -16%
Cc1ccc2c(N)c(C)ccc2c1 | i | -11% | 0.7% | x | -1 | 13% | -3 | 48 | 5 | -0.9 | 0.7% | -8%
CC1(C)Cc2nc3sc(C(N)=O)c(N)c3cc2CO1 | x | -3% | -0.3% | -19% | x | -10% | x | 61 | x | -0.8 | -1.4% | -15%
COc1ccc(S(=O)(=O)N2CCCCCC2)cc1NS(=O)(=O)c1cc(C(=O)O)cc(C)c1C | x | x | 0.6%[50 µM] | 6% | x | x | x | 56 | x | 1.5 | 3.0% | x
O=C(Nc1cccc(-c2nnco2)c1)c1cccs1 | x | -14% | -0.7% | 2% | x | 12% | x | 43 | x | 1.1 | x | 3%
NC(N)=NCCC[C@H](NC(=O)OCc1ccccc1)C(=O)O | i | -10% | 0.1% | -15% | 17 | -12% | 13 | 55 | -4 | 0.4 | -0.7% | -6%
COc1ccccc1NCCC(=O)OCC(=O)NCc1ccco1 | i | -2% | 0.1% | 3% | -3 | 12% | -2 | 38 | -38 | -0.1 | 1.1% | -17%

Fetched one by one from the list above (2):
SMILES | Autophagy HCS | LYP phosphatase | K1F lysis inhibition | Dengue-2 NS5 capping | WT yeast gro inh | AID2073 | Autophagy HCS cell loss 18 h | NTR1 agonist cell count 20 µM | WT yeast gro inh mutant strain | NTR1 agonist | RSV CPE inhibition | GPR35 antagonists
CC1=CC(C)(C)N(C)C(=O)N1c1ccc(Cl)cc1 | i | -7% | 0.6% | x | -16 | -3% | 5 | 50 | -9 | 0.6 | 2.7% | 21%
CC(C)N(Cc1ccccc1)C(=O)CN1C(=O)NC2(CCCCCC2)C1=O | x | x | 0.4%[50 µM] | 7% | x | x | x | 84 | x | -0.5 | -0.6% | x

(listing goes on)
SMILES | Autophagy HCS | LYP phosphatase | K1F lysis inhibition | Dengue-2 NS5 capping | WT yeast gro inh | AID2073 | Autophagy HCS cell loss 18 h | NTR1 agonist cell count 20 µM | WT yeast gro inh mutant strain | NTR1 agonist | RSV CPE inhibition | GPR35 antagonists
CC(=O)c1cccc(N(C(=O)c2ccccn2)C(C(=O)NC2CCCCC2)c2ccccc2)c1 (stereo not given) | x | -6% | -0.3% | -2% | x | 10% | x | 40 | x | 2.5 | 2.1% | 2%
COc1ccc(S(=O)(=O)N2CCC3(CC2)OCCN3S(=O)(=O)c2ccc(OC)cc2)cc1 | x | x | 1.6%[50 µM] | 2% | x | x | x | 93 | x | 0.6 | 17% | x
O=C(O)c1ccccc1NN=C1CCCCC1 | i | -7% | -2.1%[50 µM] | -1% | -2 | 2% | -2 | 62 | 1 | -0.9 | 1.5% | 21%
C=CCN1C(=O)/C(=c2\sc3nc(=O)c(Cc4ccccc4Cl)nn3c2=O)c2ccccc21 | x | -8% | -2.1% | 9% | x | 11% | x | 33 | x | -0.3 | 1.0% | 54%
COc1cc(-c2nc(-c3ccc(Br)o3)no2)cc(OC)c1OC | i | 1% | -0.5% | -6% | 15 | 8% | 12 | 80 | 16 | -0.7 | 1.2% | -6%
COc1ccc(-c2noc(-c3ccco3)n2)cc1OC | i | 0% | 4.0% | -2% | 5 | 13% | -4 | 45 | 18 | -1.6 | 3.9% | -10%
Cc1ccc([N+](=O)[O-])cc1NC(=O)CCc1ccccc1 | i | -3% | 0.1% | x | 12 | 8% | 7 | 45 | 13 | 1.1 | 0.4% | 7%
COc1cccc(-c2nn(-c3ccccc3)cc2CN(C)Cc2c(C)nc3ccccn23)c1 | i | -4% | 0.1% | -4% | 30 | 4% | 16 | 79 | 20 | 0.4 | 11% | 13%
CC(=O)C1=C(C)NC(SCC(N)=O)=C(C#N)C1c1cccnc1 (stereo not given) | i | 0% | 0.1% | 0% | 5 | -11% | 7 | 46 | 4 | -0.1 | -0.2% | -4%
Cc1ccc(C)c(C(=O)CSc2nnc(C)s2)c1 | i | -4% | -0.4% | -1% | -8 | 1% | 11 | 38 | 15 | -1.2 | 0.1% | 5%
Cc1ccccc1-c1nnc(SCC(=O)N(C)c2c(N)n(Cc3ccccc3)c(=O)[nH]c2=O)n1C | x | x | 0.7%[50 µM] | -1% | x | x | x | 67 | x | -0.3 | 0.2% | x
Cc1ccccc1NC(=O)Cn1c([N+](=O)[O-])cnc1C | i | -2% | 0.9%[50 µM] | -3% | -6 | 6% | -4 | 64 | -3 | 2.4 | 1.9% | -4%
CCc1cc(C(c2ccc(F)cc2)N2CCOCC2)c(NC(=O)c2ccccc2)s1 (stereo not given) | i | 1% | -0.1% | -8% | -15 | 2% | 14 | 44 | -25 | 4.4 | 1.8% | 20%
Cc1ccc2c3c(cccc13)-c1ccccc1C2=O | i | -5% | -0.4% | 3% | 9 | 10% | -11 | 55 | 19 | 5.3 | 16% | 7%
COC(=O)c1sc(OC)cc1OCc1ccc(C)cc1 | i | -2% | 0.2% | -3% | -7 | 10% | -11 | 36 | -3 | 0.1 | x | 9%
N=C1SCC(=O)N1c1ncc(Cc2ccccc2Cl)s1 | i | -5% | 0.3% | -2% | 52 | 5% | -10 | x | 57 | x | x | 1%
COc1cccc(-c2nnc(SCC(=O)NC3CCS(=O)(=O)C3)n2C)c1 (stereo not given) | x | x | 1.1%[50 µM] | 3% | x | x | x | 69 | x | -2.3 | 0.2% | x
CN(C(=O)CN1C(=O)/C(=C/c2ccc(F)cc2)SC1=S)C1CCS(=O)(=O)C1 (stereo not given) | x | -5% | 0.0% | 0% | x | -5% | x | 51 | x | 1.1 | 4.5% | -2%
Cc1c(C(=O)N(C)CCC#N)oc2ccc(S(=O)(=O)N3CC(C)CC(C)C3)cc12 (stereo not given) | x | 2% | 0.1% | -5% | x | -1% | x | 48 | x | 0.3 | u | -8%
Cc1ccccc1OC(C)c1nc(-c2ccccc2)no1 (stereo not given) | i | 4% | -0.2% | -6% | 6 | -1% | 1 | 45 | 22 | 1.6 | 1.4% | 5%
